From PubChem BioAssay
KDM5B inh = inhibitors of human KDM5B histone demethylase; actives 2.6% (n = 220,000); Q9UGL1; Potency, µM (titrated, usually from 57.7 µM), for the others: top-dose activity change, negative = inhibition, usual class: inhibitors; KDM5B demethylase, FDH-coupled NADH fluorescence (FDH is formaldehyde dehydrogenase); active = well fitted inhibition curve with a large enough effect; inconclusive = small, poorly fitted or top-dose-only effect; inactive = no such curve, though single readings can be large or run the other way; note: 0% is about no effect; nearly all actives have a fitted effect of over 70% in size
Target sequence (Q9UGL1 whole entry, looked up): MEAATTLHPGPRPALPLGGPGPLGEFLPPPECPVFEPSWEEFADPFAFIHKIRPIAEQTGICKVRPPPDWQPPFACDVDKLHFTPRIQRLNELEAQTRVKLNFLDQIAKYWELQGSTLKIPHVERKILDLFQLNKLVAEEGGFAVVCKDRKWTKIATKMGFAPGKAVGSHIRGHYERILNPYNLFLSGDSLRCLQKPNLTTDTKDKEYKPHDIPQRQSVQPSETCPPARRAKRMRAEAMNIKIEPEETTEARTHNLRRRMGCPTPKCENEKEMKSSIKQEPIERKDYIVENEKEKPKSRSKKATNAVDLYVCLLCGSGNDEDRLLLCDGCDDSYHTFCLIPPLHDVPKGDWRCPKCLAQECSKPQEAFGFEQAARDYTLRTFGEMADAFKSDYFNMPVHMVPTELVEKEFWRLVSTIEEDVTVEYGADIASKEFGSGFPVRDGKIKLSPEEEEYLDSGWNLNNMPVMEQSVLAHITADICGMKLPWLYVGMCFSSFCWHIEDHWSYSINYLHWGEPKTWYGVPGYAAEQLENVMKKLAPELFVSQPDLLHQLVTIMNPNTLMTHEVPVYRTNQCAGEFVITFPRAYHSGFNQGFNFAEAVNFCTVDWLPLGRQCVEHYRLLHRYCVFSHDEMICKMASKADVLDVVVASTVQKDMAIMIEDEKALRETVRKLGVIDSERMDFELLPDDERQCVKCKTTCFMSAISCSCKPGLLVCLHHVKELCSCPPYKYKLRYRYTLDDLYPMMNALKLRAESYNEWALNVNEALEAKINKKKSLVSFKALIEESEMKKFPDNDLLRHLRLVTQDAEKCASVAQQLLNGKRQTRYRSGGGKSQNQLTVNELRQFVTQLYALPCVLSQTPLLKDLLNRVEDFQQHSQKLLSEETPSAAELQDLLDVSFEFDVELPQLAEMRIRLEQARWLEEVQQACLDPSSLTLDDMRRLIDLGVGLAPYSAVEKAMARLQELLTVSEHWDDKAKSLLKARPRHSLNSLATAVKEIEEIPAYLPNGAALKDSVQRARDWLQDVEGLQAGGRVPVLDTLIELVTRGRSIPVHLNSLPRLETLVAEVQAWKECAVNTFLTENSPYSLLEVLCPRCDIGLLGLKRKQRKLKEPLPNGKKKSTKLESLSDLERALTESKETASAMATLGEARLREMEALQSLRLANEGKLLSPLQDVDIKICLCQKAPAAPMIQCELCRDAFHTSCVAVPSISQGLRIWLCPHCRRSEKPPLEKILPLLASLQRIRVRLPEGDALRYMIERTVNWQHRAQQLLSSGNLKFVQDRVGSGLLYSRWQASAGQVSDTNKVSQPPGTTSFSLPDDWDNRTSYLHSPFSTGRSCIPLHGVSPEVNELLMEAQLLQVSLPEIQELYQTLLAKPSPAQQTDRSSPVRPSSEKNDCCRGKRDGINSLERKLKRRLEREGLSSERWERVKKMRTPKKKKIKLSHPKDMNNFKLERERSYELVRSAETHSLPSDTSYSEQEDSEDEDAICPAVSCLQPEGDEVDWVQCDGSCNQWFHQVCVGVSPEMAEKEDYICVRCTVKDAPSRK
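Coupled FDH/NAD⁺ fluorescence readout. KDM5BΔAP 200 nM final; compound titration, 10 min RT preincubation; substrate mix 12.5 µM H3K4me3, 25 µM 2-OG, 50 µM Fe(II), 100 µM ascorbate, 0.25 mM NAD⁺, 0.25 U/mL FDH; ΔRFU over 30 min.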
* hit, by the source's call; ? = inconclusive; [ ] = another dose, or the depositor's remark. Potency is the fitted concentration of half-maximal effect.

molecule,KDM5B inh
O=C(CC1C(=O)NCCN1CC(c1ccccc1)c1ccccc1)NCC1CCOCC1 (stereo not drawn),?
CCCCn1c(N)c(N(Cc2ccco2)C(=O)c2cccnc2OCC)c(=O)[nH]c1=O,-18.4%
COc1ccc(CCNC(=O)CCCn2nc(C)c3sc4ccccc4c3c2=O)cc1OC,-43.8%
CC1(NC(=O)C2CC2)CN(Cc2nc(-c3cccc(N4CCOCC4)c3)cs2)C1,-7.3%[86.2 µM]
O=C(NCc1ccc(OC(F)F)cc1)C1CCN(S(=O)(=O)c2cccnc2)CC1,15.4%
COc1cccc(N2C(=O)NC(=NC3CCCCC3)C23CCN(C(=O)c2ccc(C)cc2)CC3)c1,16.0%[115 µM]
CO[C@H]1[C@H](NC(=O)c2ccc(C)c(O)c2)c2ccccc2C12CCNCC2,-8.1%
CCC(Oc1ccc(F)cc1)C(=O)Nc1nc(-c2ccc(F)cc2)ns1 (stereo not drawn),-2.8%
CC(C)C(=O)Nc1ccc2oc(-c3ccncc3)nc2c1,?
Cc1cccc(CNC(=O)CC2CCOCC2)c1,-15.1%
COc1cc(/C=C2\SC(N)=NC2=O)ccc1OCC(=O)Nc1ccccc1C,-3.1%
CCc1nncn1C1CCN(S(=O)(=O)c2cc(F)ccc2C)CC1,-7.6%
Cc1ccccc1-n1nc(C)c([C@H]2C=C[C@@H](OC(=O)N[C@H](C)c3ccccc3)C2)c1C,-25.3%[86.2 µM]
CC1(C)N=C(SCC(=O)Nc2ccc(Br)cc2)C(c2ccc(Br)cc2)=N1,?
CN1CCC2(CC1)Oc1ccccc1C1CC(c3ccc4c(c3)OCCO4)=NN12 (stereo not drawn),-21.8%
CC1CCc2c(sc3nnn(CC(=O)OC4CCCC4)c(=O)c23)C1 (stereo not drawn),13.4%
O=C1CCN(C(=O)c2ccccc2)CCCC(C(=O)NCCN2CCc3ccccc3C2)CCN1 (stereo not drawn),?
O=C1CCCCC(Cc2ccccc2)(C(=O)NCCc2ccccc2)N1 (stereo not drawn),17.7%
C/C(=N\NC(=O)CCC(=O)N/N=C(\C)c1ccc(C)o1)c1ccc(C)o1,-4.2%
Cc1ccc(S(=O)(=O)NC(C)CN2CCOCC2)c(Br)c1 (stereo not drawn),-0.6%
Cc1ccccc1N1CCCN(Cc2ccccc2OCCO)CC1,?
O=C(Nc1ccc2oc(-c3ccccc3F)nc2c1)c1ccc([N+](=O)[O-])o1,14.9%
O=C(c1cc(-c2cnccc2Cl)c2cccn2n1)N1CCN(c2ncccn2)CC1,1.6%[115 µM]
O=C(CCc1nc2sc3c(c2c(=O)[nH]1)CCC3)N1CCCCC1,12.8%
COC(=O)CCC(=O)Oc1cc(C)c(C2(c3cc(C(C)C)c(OC(=O)CCC(=O)OC)cc3C)OC(=O)c3ccccc32)cc1C(C)C,-11.3%
COc1ccccc1CC(=O)NC1CCN(c2cnn(C)c(=O)c2)CC1,2.4%
COCc1nncn1C1CCN(S(=O)(=O)c2ccc(C(F)(F)F)cc2)CC1,-8.8%
Cc1ccc(NC(=O)c2cc(-c3cc(C)c(C)cc3O)n[nH]2)cc1C,22.8%
CN1CC(=O)N(C2CCCNC2)Cc2c(NCCc3cccc(F)c3)ncnc21 (stereo not drawn),94.8%[activator][115 µM]
O=C1NCC(=O)N2CCN(C(=O)Nc3ccccc3Oc3ccccc3)CC12 (stereo not drawn),-13.6%
CC1CCN(CCCNC(=O)c2cc(Sc3ccc(F)cc3)nc3ccccc23)CC1,-24.4%
CCCCN(CCCNC(=O)c1cc(Nc2cccc(SC)c2)nc2ccccc12)Cc1ccccc1,?
CCN1CCCC1CNC(=O)c1cc2cc(OC)c(OC)cc2[nH]1 (stereo not drawn),?
Fc1ccc(NCc2ccccc2-c2nnc(-c3ccccc3Cl)o2)cc1,11.1%
O=C(c1ccc(Cl)cc1)N1CCCC(C(=O)N2CCN(c3ccccc3)CC2)C1 (stereo not drawn),26.9%
Cc1ccc(OCCCOc2ccccc2/C=N/NC(=O)c2cccc(Cl)c2)cc1C,8.7%
CCc1ccc(C(=O)/C=C/c2cccc([N+](=O)[O-])c2)cc1,-9.3%
Cc1ccccc1C(=O)N1CCCC(c2nc3ccccc3[nH]2)C1 (stereo not drawn),14.1%
O=C(c1cc(Cl)ccc1Cl)N1CCN(C(=O)c2cc(Cl)ccc2Cl)CC1,10.4%
CCOc1ccccc1N(CC)C(=O)c1ccc2c(=O)n3c(nc2c1)CCCCC3,-2.6%
CCCCn1c(N)c(N(CC(C)C)C(=O)c2cc(-c3ccccc3)nc3ccccc23)c(=O)[nH]c1=O,-20.8%
CC(Sc1ncccn1)C(=O)O (stereo not drawn),23.8%
COCc1nc(CCN)no1,-6.6%
Cc1ccc2c(C(=O)CN3CCN(CCO)CC3)c(C)[nH]c2c1,-2.5%
CCOC(=O)c1ccc(NC(=O)CN(c2ccc(C)cc2)S(=O)(=O)c2c(C)noc2C)cc1,-16.4%
COc1cc(C2N3CC4(C)CN2CC(C)(C3)C4O)ccc1O (stereo not drawn),-8.3%
CC(=O)c1cccc(CN2CCCC(C(=O)Nc3ccc(-c4ccco4)cc3)C2)c1 (stereo not drawn),?
Cc1c(CCNC(=O)c2ccc(C(F)(F)F)cc2)sc2nc(-c3ccc(F)cc3)nn12,-19.0%
COc1ccc(C2CC(=O)c3cnc4c(c3C2)c(=O)[nH]c(=O)n4CCC(C)C)cc1 (stereo not drawn),9.3%
N#Cc1cc2c(nc1SCc1ccc(Cl)nc1)CCCCC2,-15.0%
CCOC(=O)c1nc(Nc2ccc(OC)cc2)c2ccccc2n1,-1.1%
Cc1ccccc1-c1nc2cc(NC(=O)/C=C/c3ccco3)ccc2o1,?
CC(C)c1ccc(/C=C/C(=O)Nc2ccc(F)cc2F)cc1,-6.4%
Cc1ccc(CNC(=O)c2ccc3c(c2)N(C)C2CCCCCN2C3=O)cc1C (stereo not drawn),?
O=C(Nc1ccccc1SC1CCCC1)c1ccccn1,-15.4%
O=S(=O)(c1ccc(Cl)cc1)c1nc(-c2ccccc2Br)oc1N1CCOCC1,?

(continued)
molecule,KDM5B inh
CC1Oc2ccc(NC(=O)c3c(F)cccc3F)cc2CN(Cc2cc(F)cc(F)c2)C1=O (stereo not drawn),-23.5%
O=C(CNC(=O)NCCc1ccccc1)NCC(F)(F)F,8.0%
Cc1ccc(O)c(NC(=O)c2cc(-c3ccc(F)cc3)no2)c1,-14.6%
CCOC(=O)c1cccc(OCC(O)Cn2c(=O)c3ccccc3n3nc(C)cc23)c1 (stereo not drawn),-17.0%
N#Cc1ccc(/C=C/C(=O)N2CCCCC2c2ccc(C(F)(F)F)cc2)cc1 (stereo not drawn),-15.3%
COc1ccc(-c2c(C)c3cc(OC(C)=O)ccc3oc2=O)cc1,-20.7%
Cc1cccc(-c2nc(CN3CCCC(C(=O)N4CCN(c5cc(Cl)ccc5C)CC4)C3)c(C)o2)c1 (stereo not drawn),?
CCN1CCC2(CCC1=O)CN(Cc1nc(CCOC)no1)CCN2C (stereo not drawn),-33.1%
CCOc1ccc(NC(=O)Cn2cnc3nc4c(cc3c2=O)CCCC4)cc1,6.7%
COCCCNC(=O)CCCn1c(=O)c2cccn2c2cccnc21,?
C(=N\N=C(c1ccccc1)c1ccccc1)/c1ccsc1,-9.2%
O=C(CN1C2=NCCN2c2ccccc21)c1ccc(Cl)cc1,-8.0%
CC(C)(C)c1nnc2c3cnn(-c4ccccc4)c3ncn12,-13.6%
CN1C(=O)c2cccn2CC1C(=O)O (stereo not drawn),-20.2%
COc1ccc(OCc2ccc(C#N)cc2)c(C(C)=O)c1,9.2%
CC(C(=O)Nc1ccc(Br)cc1)n1cnc2c1c(=O)n(C)c(=O)n2C (stereo not drawn),-7.9%
COc1ccc(-n2c(=O)c3c(c4cc(OC)ccc4n3C)n(Cc3ccc(F)cc3Cl)c2=O)cc1,?
Cc1ccc(NC(=O)N(C)CC2CCOC2)c(Cl)c1 (stereo not drawn),11.4%
Cc1nc2cc(NC(=O)COc3ccc(C#N)cc3)ccc2o1,20.8%
O=C(CCC1CCCC1)N1CCc2c([nH]c3ccccc23)C1c1ccc(Cl)cc1 (stereo not drawn),?
CC(C)c1nc2cc(NC(=O)Cn3cnc4ccccc4c3=O)ccc2o1,3.6%
CCNC(=O)N1CCC([C@H]2[C@@H](OC)C(=O)N2C(C)C)CC1,-2.4%
Cc1ccc2c(CN(C)CCOc3ccccc3Cl)cc(=O)oc2c1,?
Cc1c(Cl)cccc1NC(=O)CNS(=O)(=O)c1cccs1,-17.1%
O=C(/C=C/c1ccc(SC(F)(F)F)cc1)c1ccc(O)c(CCCl)c1,7.3%
Cc1cccc(N2CC(c3nc4ccccc4n3CCC3CCCCC3)CC2=O)c1 (stereo not drawn),-9.9%
O=C1NCCCCCCN(C(=O)c2cccs2)[C@H]2C[C@H](C(=O)N3CCc4ccccc4C3)C[C@@H]12,-25.8%
COc1ccc(N2CC(c3noc(-c4ccc(OC)cc4OC)n3)CC2=O)cc1 (stereo not drawn),2.8%
Cc1ccc(-n2cnc3cc(C(=O)NCc4ccccc4Cl)ccc32)c(C)c1,-23.7%
CCN(Cc1ccc(S(=O)(=O)N(C)C)o1)c1ccccc1,0.9%
CC1(C)CC(=O)c2ccc(OCc3ccc([N+](=O)[O-])cc3)cc2O1,-28.5%
O=C(C1CCCN(S(=O)(=O)c2cccc3nonc23)C1)N1CCN(c2cccc(C(F)(F)F)c2)CC1 (stereo not drawn),?

Quoted at random: 6 compounds from above.
molecule,KDM5B inh
COc1ccc(N2CC(c3noc(-c4ccc(OC)cc4OC)n3)CC2=O)cc1 (stereo not drawn),2.8%
CC1(C)CC(=O)c2ccc(OCc3ccc([N+](=O)[O-])cc3)cc2O1,-28.5%
O=C(C1CCCN(S(=O)(=O)c2cccc3nonc23)C1)N1CCN(c2cccc(C(F)(F)F)c2)CC1 (stereo not drawn),?
CCN(Cc1ccc(S(=O)(=O)N(C)C)o1)c1ccccc1,0.9%
Cc1cccc(N2CC(c3nc4ccccc4n3CCC3CCCCC3)CC2=O)c1 (stereo not drawn),-9.9%
O=C1NCCCCCCN(C(=O)c2cccs2)[C@H]2C[C@H](C(=O)N3CCc4ccccc4C3)C[C@@H]12,-25.8%

Additional structures.
molecule,KDM5B inh
NCc1cccc(-c2cccc(C(F)(F)F)c2)c1,-8.9%[149 µM]
O=C(O)C(c1c[nH]c2ccccc12)N1CCN(c2cccc(Cl)c2)CC1 (stereo not drawn),14.9%
Cc1ccc(S(=O)(=O)N2CCCC2c2ccccc2)cc1 (stereo not drawn),12.5%
COCCN(C)C(=O)c1ccc2c(c1)NC(C)(CCCCc1ccccc1)CO2 (stereo not drawn),-16.1%[86.2 µM]
Cc1cccc(C(=O)NCCCNC(=O)c2cccc(C)c2)c1,7.8%
CCOc1ccc(-n2nc(C(=O)Nc3ccc4c(c3)OCCO4)c3ccccc3c2=O)cc1,9.6%
COC(=O)c1c(C)[nH]c(C(=O)N2CCCC2c2ccccc2)c1C (stereo not drawn),0.9%
CC1CCC2(CC1)NC(=O)N(CC(=O)NC(C)C)C2=O (stereo not drawn),23.2%
C=CCCC(=O)N1CCN(C(=O)c2ccc(C(F)(F)F)cc2)CC1,10.8%
CCONC(=O)COc1cccc(C(C)C)c1,20.3%
Nc1nccnc1C(=O)NCCNc1ncccc1C(F)(F)F,?
Cc1nnc(NC(=O)CS(=O)(=O)Cc2ccccc2)s1,-14.7%
C1CCC(COCCc2noc(C3CCCN3)n2)C1 (stereo not drawn),28.5%
CC(C)c1[nH]nc2c1C(C1C=CCCC1)C(C#N)=C(N)O2 (stereo not drawn),-13.2%
CCn1c(C)c(CCC(=O)NCCN2CCN(C)CC2)c(=O)n2nc(-c3ccccc3OC)cc12,?
Cc1ccc(SCCC(=O)OCC(=O)c2cc(Cl)ccc2Cl)cc1,-19.8%
COc1ccc(-c2[nH]nc3ncc(C(=O)NCc4ccc(F)cc4)nc23)c(C)c1,466.6%[activator][86.2 µM]
CC(Sc1nnc2c(Cl)cc(C(F)(F)F)cn12)c1ccccc1 (stereo not drawn),-27.5%
Cc1cc(OCC(=O)NCc2ccncc2)c2c(C)c(C)c(=O)oc2c1,?
COc1ccc(-c2coc3cc(OCC(=O)Nc4ccc5c(c4)OCO5)ccc3c2=O)cc1,5.2%
CN1CCN(c2nc3c(c(=O)[nH]2)CCN(Cc2ccc(F)cc2Cl)CC3)CC1,-9.5%
COc1ccc(Cn2c(NCC(C)C)nc3c2c(=O)n(C)c(=O)n3C)cc1,?
COCCCNC(=O)C1CCCN(c2ncnc3onc(C)c23)C1 (stereo not drawn),-5.6%
CCn1ccc(C(=O)NC2CCCN(c3cc(-c4ccc(F)cc4)[nH]n3)C2)n1 (stereo not drawn),-9.5%
Cn1nc(-c2ccc(C(=O)N3CCCC3)cc2)c2ccccc2c1=O,-4.8%
CCCN(CC1CCOC1)S(=O)(=O)c1cc(F)cc(F)c1 (stereo not drawn),-7.0%
O=C(c1cccc(F)c1)N1CC[C@H]2COC(=O)N2c2cc(F)ccc2C1,19.3%[86.2 µM]
COc1ccccc1C(=O)N1CCCC2(C1)NC(=O)c1ccccc1O2 (stereo not drawn),2.5%
NC(=O)c1ccc(NC(=O)[C@H](Cc2ccccc2)n2cnnn2)cc1,2.9%

Some of the compounds tested (hit frequency here may not be typical).
